Screens: PubChem, several laboratories
NPR2 activator: human GC-B receptor activators, primary screen, HEK293 GC-B cells, cGMP TR-FRET, EC30 CNP; actives 0.11% (n = 370,000); Atrial natriuretic peptide receptor 2 (Homo sapiens), P20594; activation, % at 10 µM; 0% at EC30 CNP, 100% saturating CNP;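 active = activation at 10 µM reaching about 35% in either raw or pattern-adjusted values, limit read from the data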
HGIII-sPLA2 inh: human group III sPLA2 inhibitors, primary screen, biochemical, QFRET, BODIPY PC-A2 liposome substrate | actives 0.56% (n = 370,000) | Group 3 secretory phospholipase A2 (Homo sapiens), Q9NZ20 | inhibition, % at 12.2 µM | AID 743126, 2013 | QFRET BODIPY PC-A2 liposome hydrolysis, fluorescence;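 active = inhibition above mean plus 3 SD of compounds lying within the high and low control bounds, cut at about 19% in these data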;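 also: 0% = median of test compound wells and 100% = no enzyme DMSO wells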
Target sequence (Q9NZ20 whole entry, looked up): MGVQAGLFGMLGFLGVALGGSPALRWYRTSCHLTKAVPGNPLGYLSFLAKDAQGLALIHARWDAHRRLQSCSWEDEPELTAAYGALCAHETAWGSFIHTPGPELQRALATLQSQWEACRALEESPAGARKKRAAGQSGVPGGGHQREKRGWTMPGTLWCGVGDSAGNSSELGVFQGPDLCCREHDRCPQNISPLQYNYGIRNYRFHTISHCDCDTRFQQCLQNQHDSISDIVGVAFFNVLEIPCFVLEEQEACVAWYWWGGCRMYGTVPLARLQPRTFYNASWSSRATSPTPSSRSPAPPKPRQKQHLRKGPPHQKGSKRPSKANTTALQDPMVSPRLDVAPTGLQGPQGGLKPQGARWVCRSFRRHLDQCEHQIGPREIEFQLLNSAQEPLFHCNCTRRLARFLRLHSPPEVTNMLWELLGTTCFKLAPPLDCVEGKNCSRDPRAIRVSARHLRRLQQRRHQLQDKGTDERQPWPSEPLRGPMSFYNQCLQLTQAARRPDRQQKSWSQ
SMARCA2 activ: SMARCA2 (BRM) function activators, primary screen, cell-based, luminescence, high throughput. MG213 cells, MMTV-luciferase reporter, dexamethasone, overnight. activation, % at 9.1 µM. actives 1% (n = 370,000). AID 652017, 2013; in the data active = activation above about 7.8%;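 also: 0% = vehicle wells and 100% = reference activator wells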
hcDAF12 agonist: H. contortus DAF-12 nuclear receptor activators, primary screen, cell-based, luminescence, HEK293, lit1-tk-luc reporter | activation, % at 6.8 µM | HEK293 hcDAF-12 lit1-tk-luc reporter; 0% DMSO, 100% Δ7-dafachronic acid | actives 1.4% (n = 370,000);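 active = activation above the mean of all tested compounds plus 3 SD, cut at about 5.5% in these data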;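 also: 100% = response to 3 µM Δ7-dafachronic acid high control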
KLK7 zymogen act: proKLK7 zymogen activators, primary screen, biochemical, fluorescence intensity; AID 652039, 2013; purified proKLK7, EDANS-DABCYL substrate fluorescence; 100% is mature enzyme control, 0% vehicle; activation, % at 7 µM; Kallikrein-7 (Homo sapiens), P49862; actives 0.9% (n = 370,000);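 active = activation above the mean of all tested compounds plus 3 SD, computed per campaign excluding outliers beyond control limits, cut at about 13% in these data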
Target sequence (P49862 whole entry, looked up): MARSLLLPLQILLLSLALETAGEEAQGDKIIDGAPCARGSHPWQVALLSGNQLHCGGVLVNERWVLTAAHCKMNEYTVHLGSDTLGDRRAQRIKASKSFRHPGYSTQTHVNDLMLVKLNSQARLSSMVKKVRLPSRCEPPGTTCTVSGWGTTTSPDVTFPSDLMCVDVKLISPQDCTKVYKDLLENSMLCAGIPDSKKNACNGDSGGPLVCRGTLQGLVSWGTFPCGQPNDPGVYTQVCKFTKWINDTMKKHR
DAX1 inh-1: DAX1 (NR0B1) inhibitors, primary screen, cell-based, HEK293, Gal4-DAX1, luciferase luminescence; Nuclear receptor subfamily 0 group B member 1 (Homo sapiens), P51843; HEK293 Gal4-DAX1 luciferase reporter; inhibition, % at 6.75 µM; actives 0.99% (n = 340,000); AID 504766, 2011;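 active = inhibition above the mean over all tested compounds plus 3 SD, cut at about 4.2% in these data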;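 also: 0% = DAX1-transfected cells with DMSO and 100% = empty-vector control cells with DMSO; inhibition shows as a rise in luminescence from relieved DAX1 repression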
Target sequence (P51843 207-470 limits assumed): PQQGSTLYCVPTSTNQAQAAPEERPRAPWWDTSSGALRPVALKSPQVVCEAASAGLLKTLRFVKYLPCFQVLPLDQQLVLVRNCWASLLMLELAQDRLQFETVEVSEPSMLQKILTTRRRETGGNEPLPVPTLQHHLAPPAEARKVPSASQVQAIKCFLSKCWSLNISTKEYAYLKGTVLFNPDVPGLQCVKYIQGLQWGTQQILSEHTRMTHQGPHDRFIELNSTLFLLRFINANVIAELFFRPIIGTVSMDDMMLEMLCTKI
DAX1 inh-2: DAX1 (NR0B1) inhibitors on StAR promoter, primary screen, cell-based, luminescence, SF-1 (NR5A1), full-length DAX-1. HEK293T StAR-luciferase reporter, SF-1/DAX-1 repression relief. inhibition, % at 6.8 µM. actives 1.1% (n = 370,000). AID 652010, 2013;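 active = inhibition above the mean over all tested compounds plus 3 SD, cut at about 3.6% in these data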;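 also: 0% = DAX-1 cells with DMSO and 100% = cells lacking DAX-1 with DMSO; higher inhibition means more luminescence from relief of DAX-1 repression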
hgDAF-12 ag: H. glycines DAF-12 receptor agonists, primary screen, cell-based, luminescence, HEK293, GAL4 fusion, UAS-luciferase; activation, % at 6.8 µM; actives 1.8% (n = 370,000); AID 687014, 2013; HEK293 GAL4-hgDAF12 UAS-luciferase reporter, agonist luminescence; normalized to butyrate control; Nuclear hormone receptor DAF-12 (Heterodera glycines), GAL4 fusion;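 active = activation above a cutoff set at the mean of all screened compounds plus 3 SD, cut at about 10% in these data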;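 also: 0% = DMSO wells and 100% = sodium butyrate wells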
GC-A act: GC-A stimulated cGMP production enhancers – HEK293 GC-A cells, cGMP TR-FRET, EC30 ANP, primary screen. actives 0.14% (n = 370,000). Atrial natriuretic peptide receptor 1 (Homo sapiens), P16066. activation, % at 10 µM. 0% at EC30 ANP, 100% saturating ANP; in the data active = activation above about 40%
ssDAF-12 act: S. stercoralis DAF-12 nuclear receptor activators, primary screen, cell-based, luminescence, HEK293, GRIP1 co-expression, lit1-tk-luc; Nuclear hormone receptor DAF-12 (Strongyloides stercoralis); HEK293 ssDAF-12/GRIP1 lit1-tk-luc reporter; % of 3 µM dafachronic acid response; activation, % at 6.8 µM; actives 1% (n = 370,000);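 active = activation above the mean over all tested compounds plus 3 SD, cut at about 0.9% in these data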;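 also: 0% = DMSO-only wells and 100% = 3 µM delta7-dafachronic acid wells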
GAA850 FXN act: FXN promoter activators, primary screen, cell-based, luciferase luminescence, HEK293 lucGAA850. activation, % at 6 µM. actives 0.56% (n = 360,000). HEK293 lucGAA850 FXN promoter luciferase reporter, 24 h; percent of 10 µM SAHA response;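 active = activation above the average of all compounds screened plus 3 SD, cutoff fixed separately per campaign, cut at about 7.5% in these data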;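 also: 0% = DMSO wells and 100% = 10 µM SAHA wells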
Starred values were filed as active, the others as inactive; . = no result given. An unsorted share of the library (roughly 6.7% active in at least one column).

SMILES	NPR2 activator	HGIII-sPLA2 inh	SMARCA2 activ	hcDAF12 agonist	KLK7 zymogen act	DAX1 inh-1	DAX1 inh-2	hgDAF-12 ag	GC-A act	ssDAF-12 act	GAA850 FXN act
O=C(CNCc1ccccc1)NCCCN1CCCC1=O	3	-3	-2	-1.2	-0.5	0.3	1.0	-0.3	2	0.1	0.9
CC(=O)NCc1ccc(S(=O)(=O)N/N=C/c2ccccc2)cc1	1	0	1	-0.7	0.8	0.5	0.5	1.3	-3	-0.2	-0.5
CCOc1ccc(-c2csc(NC(=O)c3ccc(S(=O)(=O)N4CCc5ccccc5C4)cc3)n2)cc1	2	-1	1	-0.7	0.6	1.0	-0.1	-0.4	-4	-1.4	-0.4
Cc1ccc(C)c(NS(=O)(=O)c2ccc(OCC(=O)NCc3ccccn3)cc2)c1	2	-4	1	-1.0	-0.1	1.3	-0.4	-1.1	-2	-1.2	-0.1
COc1cc(CO)cc(-c2cc(CO)cc(OC)c2OC)c1OC	2	4	0	-1.6	0.6	0.4	0.6	-1.6	1	-1.2	-1.5
O=C(CSc1nc2ccccc2c(=O)n1-c1ccc(F)cc1)NC1CCS(=O)(=O)C1 (stereo not given)	2	6	0	-0.2	-0.3	0.6	0.0	-1.0	1	-0.9	2.5
NC(=NCCc1c[nH]c2ccccc12)NC(=O)c1ccc(Cl)cc1	-12	-107	-3	0.7	-0.5	0.0	-0.6	-1.1	-21	-1.7	3.1
COc1ccc(NC(=O)NCCc2ccc(Cl)cc2)cc1OC	-2	2	2	-0.2	-0.1	0.5	-0.5	-0.4	17	-1.1	-0.2
O=C(Cc1ccc(Br)cc1)OCC(=O)N1CCCCCC1	10	-7	-1	0.4	0.1	-0.1	-0.1	2.8	2	-1.3	0.7
CC[N+]1(C)CCC(O)(c2ccc(OC)cc2)C(C(=O)c2ccc(OC)cc2)C1 (stereo not given)	-4	-4	-2	-1.5	-0.2	2.0	-0.2	-2.0	26	-1.0	-3.4
COc1nc(-c2cccs2)cc(-c2ccc(C)cc2)c1C#N	5	8	0	-0.3	-0.8	-0.3	-1.3	4.5	-2	-1.2	-4.2
O=C(CSc1nc2c(c(C(F)(F)F)n1)CCc1ccccc1-2)NCc1ccco1	4	0	0	2.8	-0.3	0.9	-0.1	-2.9	0	-1.6	0.9
O=S(=O)(c1ccc(Br)cc1F)N1CCCCC1CCO (stereo not given)	-2	-4	-4	0.2	-0.2	0.4	0.1	0.4	0	-1.0	-0.3
COc1ccc(S(=O)(=O)NC(=O)C2(C)CCN2C(=O)Cc2cc(C)cc(C)c2)cc1OC (stereo not given)	3	0	-2	0.0	0.3	.	1.6	-2.5	4	-1.3	1.4
COC(=O)[C@@]12C[C@@H](CC(=O)NCC3CCCCC3)C(=O)N(Cc3ccccc3)C1=CCC(C)(C)C2	-7	8	-4	-0.4	0.4	.	0.4	-2.1	-1	-0.9	.

Single records, as listed above:
O=S(=O)(c1ccc(Br)cc1F)N1CCCCC1CCO (stereo not given) is entered as NPR2 activator: -2; HGIII-sPLA2 inh: -4; SMARCA2 activ: -4; hcDAF12 agonist: 0.2; KLK7 zymogen act: -0.2; DAX1 inh-1: 0.4; DAX1 inh-2: 0.1; hgDAF-12 ag: 0.4; GC-A act: 0; ssDAF-12 act: -1.0; GAA850 FXN act: -0.3
COc1ccc(S(=O)(=O)NC(=O)C2(C)CCN2C(=O)Cc2cc(C)cc(C)c2)cc1OC (stereo not given) is entered as NPR2 activator: 3; HGIII-sPLA2 inh: 0; SMARCA2 activ: -2; hcDAF12 agonist: 0.0; KLK7 zymogen act: 0.3; DAX1 inh-1: .; DAX1 inh-2: 1.6; hgDAF-12 ag: -2.5; GC-A act: 4; ssDAF-12 act: -1.3; GAA850 FXN act: 1.4
O=C(CSc1nc2c(c(C(F)(F)F)n1)CCc1ccccc1-2)NCc1ccco1 is entered as NPR2 activator: 4; HGIII-sPLA2 inh: 0; SMARCA2 activ: 0; hcDAF12 agonist: 2.8; KLK7 zymogen act: -0.3; DAX1 inh-1: 0.9; DAX1 inh-2: -0.1; hgDAF-12 ag: -2.9; GC-A act: 0; ssDAF-12 act: -1.6; GAA850 FXN act: 0.9

Continued:
SMILES	NPR2 activator	HGIII-sPLA2 inh	SMARCA2 activ	hcDAF12 agonist	KLK7 zymogen act	DAX1 inh-1	DAX1 inh-2	hgDAF-12 ag	GC-A act	ssDAF-12 act	GAA850 FXN act
CCOc1cc(/C=N\NC(=O)Cn2nc([N+](=O)[O-])cc2C)ccc1OCc1cccc2ccccc12	2	-2	3	-1.7	0.5	-0.6	-1.3	1.2	-2	-1.1	0.6
CC(C)(C)C(=O)N1CCN(c2ccc([N+](=O)[O-])cc2Cl)CC1	-3	-14	-1	-0.6	-0.6	-0.8	-1.3	-0.1	0	-1.4	3.4
COC(=O)CSc1nccc(-c2cccs2)n1	-1	3	4	-1.7	0.2	0.2	-0.2	1.6	-2	-1.6	1.6
CC(C)(C)c1ccc(NC(=O)COC(=O)C2CCCC2)cc1	7	-3	-1	-0.4	-0.4	0.5	0.5	2.2	0	-0.8	1.0
Cc1noc(C)c1COc1cccc(C(=O)Oc2ccc3c(c2)OCO3)c1	-1	-9	2	-1.0	-0.3	-0.6	-0.2	-1.4	-3	-1.5	3.5
CCCc1ccc(OCC(=O)O)cc1	4	0	-2	-0.9	0.2	-0.3	-0.1	-0.4	3	-1.5	0.0
O=c1c(Cl)c(N/N=C/c2ccc(Cl)cc2)cnn1-c1ccccc1	-1	-5	0	2.9	-7.4	0.3	-0.2	-0.3	0	-0.2	-0.3
Cc1nc(-c2ccc3c(c2)OCO3)cs1	7	2	0	4.5	-0.2	0.4	0.3	2.8	5	-0.4	4.1
Cc1cc(C)n(-c2nc3ccccc3nc2N2CCN(C(=O)c3ccc(F)cc3)CC2)n1	4	4	-2	-0.9	1.6	-2.4	-0.7	-1.8	-2	-1.5	0.9
CC(=O)c1ccc(S(=O)(=O)N2CCNC(=O)C2)cc1	-1	7	0	0.8	-0.4	0.8	-0.1	-1.9	4	-1.4	-0.3
CC(C)c1ccc(C2(C)NC(=O)N(CC(=O)NC3CCCC(C)C3C)C2=O)cc1 (stereo not given)	-2	5	5	-2.0	0.6	0.1	2.1	0.5	2	-0.9	0.9
N#Cc1c2n(c3c(=O)n(Cc4ccccc4)cnc13)CCCC2	1	2	-1	-1.1	0.1	-0.5	0.3	-1.9	3	-0.7	0.9
COc1ccc(S(=O)(=O)N(CCCN2CCCC2=O)Cc2cc3cc(C)c(C)cc3[nH]c2=O)cc1	1	-5	1	-1.8	0.9	-0.5	-0.3	-1.9	-3	-1.5	-1.6
O=C(NCc1ccco1)c1nn(-c2ccccc2)c(=O)c2ccccc12	-1	0	1	1.6	-0.1	1.1	-0.7	0.0	0	-1.0	-1.9
CC(=NNC(=O)c1cccc(S(=O)(=O)N2CCOCC2)c1)c1ccc(Cl)cc1	3	-1	-3	-0.2	0.0	-0.4	0.9	3.7	-4	-1.0	1.4
CCn1c(SCC(=O)NC2CCCC2)nnc1-c1ccoc1C	8	8	-1	-2.7	-0.2	4.5*	-0.1	0.7	-2	-1.4	1.5
CCCCN(C(=O)c1cc2c(s1)CCCCC2)c1c(N)n(CC(C)C)c(=O)[nH]c1=O	5	14	-1	0.5	-0.5	-1.3	0.5	-0.6	1	-1.2	3.2
CCOc1ccc2ccccc2c1/C=N/n1cncn1	.	5	-2	-1.3	0.4	-0.4	0.1	-0.9	.	-1.4	1.3
COc1ccc(NC(=O)c2cc3c(Cl)nc4ccccc4c3s2)cc1OC	14	1	-2	0.2	0.1	-1.1	-0.5	-2.4	15	-1.4	3.1
Cc1csc(NC(=O)c2nc3nc(C)cc(C)n3n2)n1	1	1	4	4.2	0.2	3.0	2.4	9.4	-2	0.3	4.6
CC12CCC(C(=O)NCC3CCCO3)(OC1=O)C2(C)C (stereo not given)	0	-2	1	-1.4	-0.2	0.9	0.7	0.6	-3	-1.2	0.0
O=c1c([N+](=O)[O-])c(N2CCOCC2)c2ccccc2n1-c1ccccc1	.	0	-3	-1.5	-0.6	-1.0	-1.0	-0.8	.	-0.8	1.6
CC(=O)Nc1cccc(C(=O)Nc2ccc(S(=O)(=O)NC3=NCCCCC3)cc2)c1	1	6	-3	-1.8	-0.3	-0.1	1.0	1.7	3	-0.6	0.6
O=C(O)CSC1c2ccccc2C(=O)N1Cc1ccccc1 (stereo not given)	-2	0	1	-0.3	-0.7	-0.1	0.5	1.0	-3	-0.8	-0.3
COC(=O)C(Cc1ccccc1)NC(=O)CNC(=O)c1ccccc1OC (stereo not given)	-3	1	-1	-0.6	-0.2	-1.1	0.1	0.4	-2	-0.6	1.0
CC(C)Oc1ccc(CNC2CCOC(C)(C)C2)cc1 (stereo not given)	-2	7	0	-1.6	0.4	-0.4	1.0	1.9	-1	-1.4	0.5
COc1ccc(N2C(=O)CC(NNC(=O)c3cccnc3)C2=O)cc1 (stereo not given)	2	-6	-2	0.0	0.2	0.1	0.8	1.6	1	-1.0	-2.0
O=C(Nc1ccc(S(=O)(=O)Nc2nccs2)cc1)c1cnc(Cl)c(Cl)c1	1	-38	2	1.5	0.4	0.5	0.2	-1.2	-2	-1.0	-2.3
CC(C)(C)c1ccc(-n2ncc3c2CCCC3NC(=O)CCn2cncn2)cc1 (stereo not given)	-1	-3	-3	-1.9	0.2	-0.2	-2.1	-1.8	2	-1.6	-0.3
CCC(C)c1ccccc1N=Cc1ccc2c(c1)OCO2 (stereo not given)	-3	-1	1	-0.3	-0.2	0.6	0.2	-0.3	-4	-1.4	-0.1
COc1ccc(N=Cc2oc3ccc4ccccc4c3c2O)cc1	-2	-7	3	2.8	0.3	0.3	2.0	4.7	5	1.2*	5.5
CC(=O)NCCOC(=O)Nc1sc(=S)n(C)c1C	0	-1	-6	0.2	-0.2	0.0	-0.3	-0.9	-1	-0.8	0.3
C/C(=N\NS(=O)(=O)c1ccc([N+](=O)[O-])cc1)c1ccc(NC(=O)c2ccco2)cc1	6	3	0	0.2	0.1	1.6	4.3*	12*	-2	-1.3	2.1
CCn1nc(NS(=O)(=O)c2ccc([N+](=O)[O-])cc2)c2cc3cc(C)ccc3nc21	-5	3	-1	-0.1	0.4	1.0	-0.2	-1.8	-1	-0.6	2.6
